# High-throughput results from PubChem BioAssay.
# HT1080 cytotoxicity: cytotoxicity in HT1080 fibrosarcoma cells, cell-based, fluorescence readout (AID 620); hit rate 0.42% among 87,000; HT1080 viability, fluorescence; higher % means a stronger effect; cytotoxicity, % at 10 µM, or EC50 in µM where a hit was titrated;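 also: cells exposed to compound overnight then 4 h with Alamar Blue; 0% = vehicle DMSO and 100% = killing control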
# MK inhibit: S. pneumoniae MK inhibitors, primary screen, biochemical, PK/LDH-coupled NADH absorbance. purified MK, PK/LDH-coupled NADH absorbance 340 nm. inhibition, % at 10 µM. hit rate 0.48% among 65,000. AID 555, 2006;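 active = ranked among the strongest by inhibition in the single 10 µM screen, a fixed top-ranked set picked for dose follow-up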; also: no value below 0 was filed
# Spn DPM-DC inh: S. pneumoniae DPM-DC inhibitors, primary screen, biochemical, PK/LDH-coupled NADH fluorescence; purified DPM-DC; calls only at 10 µM; hit rate 0.49% among 65,000;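 active = the 320 compounds with the highest percent inhibition in the single-dose primary screen, excluding strongly autofluorescent ones, cut at about 32% in these data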;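 also: kinetic rate of NADH fluorescence loss reporting ADP formed by the decarboxylase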
# Spn PMK inh: S. pneumoniae PMK inhibitors, primary screen, biochemical, mevalonate pathway, pilot trial included. AID 539, 2006. purified PMK, PK/LDH-coupled NADH absorbance 340 nm. phosphomevalonate kinase (Streptococcus pneumoniae D39). inhibition, % at 10 µM. hit rate 0.49% among 65,000;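 active = top-ranked compounds by inhibition in the single 10 µM screen, taking a fixed number of the strongest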;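 also: 0% = full reaction with DMSO carrier and 100% = background rate without enzyme reaction; no value below 0 was filed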
# Alkaline phosphatase: human TNAP enzyme inhibitors, biochemical, luminescent (AID 518); hit rate 0.09% among 64,000; inhibition, % at 20 µM, or IC50 in µM where a hit was titrated; purified TNAP enzyme, luminescent substrate readout; higher % means a stronger effect; in the data active = a potency from the dose series; inactive = the rest, 99 in 100 with inhibition below about 22%;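 also: plate controls were vehicle for no effect and reference inhibitor for full effect; many of its hits are not listed in these tables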
# Bfl-1 inhibitors: Bfl-1 inhibitors, primary screen, biochemical, fluorescence polarization, FITC-Bid, mouse (AID 432); Bcl-2-related protein A1 (Mus musculus); FITC-Bid BH3 peptide fluorescence polarization displacement; higher % means a stronger effect; displacement, % at 20 µM; hits with a dose series show IC50 in µM; hit rate 0.02% among 64,000; in the data active = a potency from the dose series; inactive = the rest, 99 in 100 with displacement below about 15%; also: strong numbers were not always called active
# HPDE-C7K KRASV12: cytotoxicity in KRAS-transformed pancreatic duct cells, primary screen, cell-based, fluorescence, HTS (AID 431). HPDE-C7K KRASV12 cells, Alamar Blue viability, 48 h; higher % means a stronger effect. one-dose cytotoxicity, % at 10 µM; EC50 in µM for titrated hits. hit rate 1.7% among 63,000;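 active = compounds whose percent cytotoxicity in the single-dose primary screen, scaled between solvent and toxic-drug controls, exceeds 50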;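 also: 0% = DMSO solvent wells and 100% = doxorubicin-treated wells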
# LYP phosphatase: LYP phosphatase inhibitors, primary screen, biochemical, DiFMUP fluorescence, recombinant catalytic domain, 10 µM (AID 606) | Tyrosine-protein phosphatase non-receptor type 22 (Homo sapiens) | recombinant LYP catalytic domain, DiFMUP fluorescence; higher % means a stronger effect | inhibition, % at 10 µM; hits with a dose series show IC50 in µM | 52,000 tested, under 10 active;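 active = IC50 under 40 µM in the dose-response test; inactive = IC50 of 40 µM or more, or never dose-tested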
# HPDE-C7 cytotoxicity: cytotoxicity in HPDE-C7 cells, cell-based, fluorescence, HTS (AID 430); HPDE-C7 pancreatic duct cells viability, fluorescence; higher % means a stronger effect; cytotoxicity, % at 10 µM, or EC50 in µM where a hit was titrated; hit rate 1.8% among 63,000;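 also: cells exposed to compound for 48 hours before viability readout; 0% = vehicle and 100% = reference cytotoxic drug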
# Spn PMK inh pilot replicates: recorded beside Spn PMK inh, whose call it bears; inhibition, %; measured here: pilot screen replicates
# MK inhibit pilot replicates: recorded beside MK inhibit, whose call it bears; inhibition, %; measured here: pilot screen replicates
# Spn DPM-DC inh pilot screen %: recorded beside Spn DPM-DC inh, whose call it bears; inhibition, %; measured here: pilot screen trials
# An asterisk follows results filed as active; i = inactive; x = no result given. Rule as the data show it, unless noted: active = cytotoxicity above about 50%; inactive = the rest.
SMILES,HT1080 cytotoxicity,MK inhibit,Spn DPM-DC inh,Spn PMK inh,Alkaline phosphatase,Bfl-1 inhibitors,HPDE-C7K KRASV12,LYP phosphatase,HPDE-C7 cytotoxicity,others
CCCOc1ccc(C2/C(=C(\O)c3c(C)[nH]c(C(=O)OC)c3C)C(=O)C(=O)N2CCN(C)C)cc1 (stereo not drawn),-3%,1,i,2,4%,-9%,13%,13%,-5%,
CN1CCN(C(=O)c2ccc3c(c2)NC(=O)C(N2CCOCC2)S3)CC1 (stereo not drawn),11%,10,i,19,12%,-5%,-4%,20%,-8%,
Cc1noc(C)c1CSc1nnc(-c2ccccc2F)n1CCc1ccccc1,-6%,3,i,14,16%,-5%,0%,x,-9%,
CCOC(=O)c1ccc(COc2nc3ccccc3nc2-c2ccccc2NC(C)=O)o1,-3%,5,i,13,10%,-4%,-10%,3%,1%,
CN(C)S(=O)(=O)N(CC(=O)NCc1ccccc1)c1ccccc1,13%,16,i,7,7%,-4%,-4%,11%,-6%,
COCC(COCCCNC(=O)Nc1ccc(Br)cc1)OC (stereo not drawn),6%,0,i,1,10%,-3%,-10%,-1%,-4%,
c1ccc2c(c1)nc(NC1CCCCC1)c1nncn12,8%,2,i,2,18%,-2%,12%,-4%,8%,Spn PMK inh pilot replicates=0.0;MK inhibit pilot replicates=0.5;Spn DPM-DC inh pilot screen %=1.5
COc1ccccc1N1CCN(CCCNC(=O)Nc2ccccc2)CC1,2%,5,i,4,3%,-7%,11%,4%,7%,Spn PMK inh pilot replicates=2.0;MK inhibit pilot replicates=2.0;Spn DPM-DC inh pilot screen %=1.0
CN1CCN(S(=O)(=O)c2ccc(NC(=O)c3ccco3)cc2)CC1,8%,1,i,4,4%,-2%,-30%,8%,-15%,
COC(=O)[C@H](C)NC(=O)Nc1ccc(S(N)(=O)=O)cc1,-17%,7,i,3,2%,-12%,-8%,x,-12%,
COc1ccc(-c2c3c(=O)n(C)c(=O)n(C)c3cn2-c2cc(OC)ccc2OC)cc1,11%,11,x,12,8%,-4%,11%,x,-4%,
Cn1c(CNC(=O)Cc2ccc3c(c2)OCO3)nnc1SCc1ccccc1,-6%,0,i,14,16%,-6%,-39%,-3%,-20%,
CC1CCN(C(=O)CCNS(=O)(=O)c2ccccc2)CC1,8%,0,i,18,11%,4%,-1%,13%,-9%,Spn PMK inh pilot replicates=3.0;MK inhibit pilot replicates=1.0;Spn DPM-DC inh pilot screen %=1.0
CCOC(=O)c1c(NC(=O)COC(=O)Cn2cnc3ccccc32)sc(C)c1C,8%,0,i,14,6%,-2%,23%,3%,32%,
CCn1cc(C(=O)NCCCN(C)c2ccccc2)c(=O)c2cc(S(=O)(=O)N(C)C)ccc21,0%,11,i,0,9%,8%,-4%,-2%,10%,
CC1CN(C(=O)c2ccc3c(c2)OCO3)OC(c2ccccc2)O1 (stereo not drawn),5%,0,i,15,2%,-3%,-4%,5%,-1%,
Cc1nc(-c2c(-c3ccc(O)cc3O)noc2C(F)(F)F)cs1,1%,5,i,0,9%,-4%,1%,-18%,-3%,
CCn1cc(C(=O)NCCCN2CC(C)CC(C)C2)c2cc(OC)c(OC)cc2c1=O (stereo not drawn),9%,4,i,1,1%,0%,-2%,1%,-17%,
COc1ccc(NC(=O)c2c(NC(=O)CNCc3ccco3)sc3c2CCC3)cc1,26%,1,i,0,7%,6%,-23%,1%,-5%,
COC(=O)c1cc2sccc2n1CC(=O)Nc1ccc(OC)c(OC)c1OC,-8%,7,i,16,7%,1%,-3%,3%,-8%,
CC(=O)Oc1cccc(N2C(=O)C3CC=C(Cl)CC3C2=O)c1 (stereo not drawn),3%,17,i,6,7%,-3%,-21%,8%,-19%,
COc1ccc(C2C(C(=O)Nc3cccnc3)=C(C)Nc3nc(-c4ccco4)nn32)cc1 (stereo not drawn),5%,6,i,8,13%,1%,2%,0%,-3%,
CCC1(C)Cc2ccccc2-c2c1c(=O)n(Cc1ccccc1)c1nnnn21 (stereo not drawn),x,3,i,1,17%,-10%,x,4%,x,
COCCn1nnnc1C(c1ccccc1)N1CCN(C)CC1 (stereo not drawn),-8%,5,i,13,0%,0%,x,x,x,
O=c1c2c3c(sc2n2cnnc2n1Cc1ccccc1)CN(Cc1ccccc1)CC3,-9%,4,i,7,19%,-4%,12µM*,13%,13µM*,

# Part of the list above in order of molar mass, highest first:
SMILES,HT1080 cytotoxicity,MK inhibit,Spn DPM-DC inh,Spn PMK inh,Alkaline phosphatase,Bfl-1 inhibitors,HPDE-C7K KRASV12,LYP phosphatase,HPDE-C7 cytotoxicity,others
CCn1cc(C(=O)NCCCN2CC(C)CC(C)C2)c2cc(OC)c(OC)cc2c1=O (stereo not drawn),9%,4,i,1,1%,0%,-2%,1%,-17%,
COc1ccc(NC(=O)c2c(NC(=O)CNCc3ccco3)sc3c2CCC3)cc1,26%,1,i,0,7%,6%,-23%,1%,-5%,
CC1CCN(C(=O)CCNS(=O)(=O)c2ccccc2)CC1,8%,0,i,18,11%,4%,-1%,13%,-9%,Spn PMK inh pilot replicates=3.0;MK inhibit pilot replicates=1.0;Spn DPM-DC inh pilot screen %=1.0

# Carrying on.
SMILES,HT1080 cytotoxicity,MK inhibit,Spn DPM-DC inh,Spn PMK inh,Alkaline phosphatase,Bfl-1 inhibitors,HPDE-C7K KRASV12,LYP phosphatase,HPDE-C7 cytotoxicity,others
CCN(CC)S(=O)(=O)c1ccc(C(=O)Nc2ncn(Cc3ccccc3)n2)cc1,x,0,i,7,4%,0%,-8%,x,-18%,
O=c1[nH][nH]c2nc(C(F)(F)F)cc(C(F)(F)F)c12,1%,0,i,8,17%,-4%,4%,-12%,-4%,
COc1ccc(N2C(=O)C(CC(=O)O)S/C2=C\C(C)=O)cc1 (stereo not drawn),-2%,9,i,0,-1%,-8%,x,x,x,
COc1ccc(Cc2nnc(SCC(=O)Nc3nc(C)cs3)o2)cc1,-7%,10,i,8,9%,1%,0%,9%,3%,
O=C(CCS(=O)(=O)Cc1ccccc1F)N1CCc2ccccc2C1,-1%,3,i,21,4%,-7%,-10%,9%,-5%,
Cc1noc(C)c1C(=O)N1CCc2ccccc2C1,-7%,4,i,12,7%,-10%,-9%,9%,-23%,
Cc1cc(-n2c(C)cc(C(=O)CSc3nnnn3-c3ccccc3)c2C)no1,4%,8,i,9,8%,-2%,29%,11%,14%,
CCOC(=O)C1CCCN(C(=O)C(C)Oc2ccc(Cl)cc2Cl)C1 (stereo not drawn),-8%,8,i,3,7%,5%,-18%,3%,-12%,
O=C(NCCC1=CCCCC1)N[C@@H](Cc1ccccc1)C(=O)O,0%,11,i,10,11%,-1%,-6%,-2%,-12%,Spn PMK inh pilot replicates=5.5;MK inhibit pilot replicates=6.5;Spn DPM-DC inh pilot screen %=6.5
COCCn1c(C)nc2oc3ccc(Br)cc3c(=O)c2c1=O,4%,12,i,15,5%,6%,4%,x,2%,
COc1ccc(C(=O)NCC(c2ccc(F)cc2)N2CCOCC2)cc1S(=O)(=O)N1CCCC1 (stereo not drawn),-4%,4,i,12,6%,0%,-4%,9%,-13%,
C=CCn1c(Cc2cccs2)nnc1SCC(=O)Nc1cc(OC)cc(OC)c1,-4%,5,i,19,10%,2%,-19%,8%,-16%,
c1ccc(COc2ccc(OCCOCCn3cncn3)cc2)cc1,-7%,1,i,3,5%,0%,-2%,-5%,-6%,
COc1ccccc1CNC(=O)[C@@H]1CCCN1C(=O)C1CCN(S(=O)(=O)c2ccc(C)cc2)CC1,0%,9,i,8,7%,-11%,-6%,7%,-12%,
Cc1ccc(Cn2nnc3c(=O)[nH]c(C4CCN(S(=O)(=O)c5cc(C)ccc5C)CC4)nc32)cc1,3%,0,i,13,3%,-2%,34%,11%,40%,
CC(C)(C)NC(=O)C(c1ccco1)N(C(=O)Cn1nnc(-c2ccc(F)cc2)n1)c1ccccc1 (stereo not drawn),-6%,10,i,14,4%,4%,-5%,6%,-8%,Spn PMK inh pilot replicates=0.0;MK inhibit pilot replicates=0.0;Spn DPM-DC inh pilot screen %=1.5
Cc1ccc(Cl)cc1N1CCN(C(=O)C2CCN(S(=O)(=O)c3cnc[nH]3)CC2)CC1,3%,8,i,13,-1%,3%,1%,x,3%,
Nc1nonc1-c1nc2ccccc2n1Cc1ccccc1,2%,4,i,3,5%,-1%,-22%,-2%,-38%,
CCOC(=O)c1c(NC(=O)CSc2nnnn2C)sc(CC)c1C,0%,8,i,1,4%,4%,-15%,11%,-10%,
CCN(CC)c1ncnc2sc(C(=O)N3CCN(c4ccccc4)CC3)c(C)c12,14%,0,i,11,x,x,x,13%,x,
COc1ccc(NC(=O)c2cccc(Cn3cc(Br)cn3)c2)cn1,6%,3,i,0,8%,-1%,-1%,5%,-4%,
O=C(Nc1ccon1)c1ccccc1Cl,-3%,5,i,5,3%,1%,-16%,-19%,2%,
CCOc1cc(C(=O)N2CCc3cc(OC)c(OC)cc3C2)ccc1OC(F)F,59%*,15,i,5,16%,-2%,89%*,14%,82%*,
CCC1CCCCN1C(=O)CSc1nc(N)c(NC(=O)c2ccc(OC)c(OC)c2)c(=O)[nH]1 (stereo not drawn),2%,7,i,5,11%,7%,4%,6%,-6%,

# Of the compounds above, seven have an aryl thioether with sulfur outside any ring:
SMILES,HT1080 cytotoxicity,MK inhibit,Spn DPM-DC inh,Spn PMK inh,Alkaline phosphatase,Bfl-1 inhibitors,HPDE-C7K KRASV12,LYP phosphatase,HPDE-C7 cytotoxicity,others
Cc1noc(C)c1CSc1nnc(-c2ccccc2F)n1CCc1ccccc1,-6%,3,i,14,16%,-5%,0%,x,-9%,
Cn1c(CNC(=O)Cc2ccc3c(c2)OCO3)nnc1SCc1ccccc1,-6%,0,i,14,16%,-6%,-39%,-3%,-20%,
COc1ccc(Cc2nnc(SCC(=O)Nc3nc(C)cs3)o2)cc1,-7%,10,i,8,9%,1%,0%,9%,3%,
Cc1cc(-n2c(C)cc(C(=O)CSc3nnnn3-c3ccccc3)c2C)no1,4%,8,i,9,8%,-2%,29%,11%,14%,
C=CCn1c(Cc2cccs2)nnc1SCC(=O)Nc1cc(OC)cc(OC)c1,-4%,5,i,19,10%,2%,-19%,8%,-16%,
CCOC(=O)c1c(NC(=O)CSc2nnnn2C)sc(CC)c1C,0%,8,i,1,4%,4%,-15%,11%,-10%,
CCC1CCCCN1C(=O)CSc1nc(N)c(NC(=O)c2ccc(OC)c(OC)c2)c(=O)[nH]1 (stereo not drawn),2%,7,i,5,11%,7%,4%,6%,-6%,
